NOD1 inhibition = inhibition of NOD1-driven NF-kB reporter – cell-based, luminescence, uHTS, primary screen (AID 1578). NOD1-driven NF-kB luciferase reporter cells, luminescence; higher % means a stronger effect. 1% of 290,000 active. inhibition, % at 4 µM; hits with a dose series show EC50 in µM; in the data active = inhibition mostly above about 36%, no sharp cut-off; inactive = mostly below about 34%;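 also: HEK-293T reporter cells stimulated with the NOD1 agonist gamma-tri-DAP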
TNAP activation fold = stimulation of alkaline phosphatase TNAP activity – biochemical, luminescent, no phosphate acceptor, uHTS, primary screen (AID 1001). purified TNAP, luminescent activation assay, no phosphate acceptor; higher activation fold means a stronger effect. activation fold at 20 µM; hits with a dose series show EC50 in µM. 0.03% of 200,000 active; in the data active = activation fold from about 3, or a potency from the dose series; inactive = the rest, 99 in 100 with activation fold below about 1.6; also: many of its hits are not listed in these tables
KOR beta-arrestin-1 = KOR antagonists, beta-arrestin recruitment, cell-based, luminescence, uHTS (AID 1778) | KOR beta-arrestin recruitment, luminescence, antagonist mode; higher % means a stronger effect | inhibition, % at 10 µM, or IC50 in µM where a hit was titrated | 0.091% of 290,000 active; also: strong numbers were not always called active
NOD2 inhibition = NOD2 signaling inhibitors, cell-based, luminescence, uHTS, HEK293 (AID 1566). HEK293 NOD2/NF-kB luciferase reporter, luminescence; higher % means a stronger effect. 0.63% of 290,000 active. inhibition, % at 4 µM, or EC50 in µM where a hit was titrated; also: many of its hits are not listed in these tables
LYP inhibition = PTPN22 lymphoid phosphatase activity blockers – biochemical, fluorescence intensity, uHTS (AID 1779) | inhibition, % at 11.5 µM; hits with a dose series show IC50 in µM | recombinant LYP phosphatase, fluorescence intensity; higher % means a stronger effect | 0.054% of 290,000 active;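 also: plate controls were vehicle with enzyme for no effect and no enzyme for full effect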
XIAP displacement = XIAP antagonists, biochemical, IAP family, fluorescence polarization (AID 1018); 0.007% of 200,000 active; XIAP BIR domain, fluorescence polarization peptide displacement; higher % means a stronger effect; displacement, % at 20 µM, or IC50 in µM where a hit was titrated; in the data active = displacement above about 50%; also: a part of the inactive calls stands beside numbers as strong as those of hits
human PMI inhibitors = human PMI inhibitors, high substrate, primary screen, biochemical, fluorescence intensity, high mannose 6-phosphate (AID 1220). recombinant PMI enzyme, coupled fluorescence intensity; higher % means a stronger effect. inhibition, % at 20 µM; hits with a dose series show IC50 in µM. 0.66% of 190,000 active
KOR beta-arrestin-2 = KOR agonists, beta-arrestin recruitment, primary screen, cell-based, luminescence, uHTS (AID 1777) | KOR beta-arrestin recruitment, luminescence; higher % means a stronger effect | one-dose activation, % at 10 µM; EC50 in µM for titrated hits | 0.02% of 280,000 active; in the data active = activation above about 50%, passing the limit was not always enough; also: a part of the inactive calls stands beside numbers as strong as those of hits
PMI inhibitors = MPI enzyme activity inhibition – biochemical, fluorescence intensity, coupled assay, primary screen (AID 1209); purified PMI enzyme, coupled fluorescence intensity; higher % means a stronger effect; inhibition, % at 20 µM; hits with a dose series show IC50 in µM; 0.42% of 190,000 active;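 also: plate controls were DMSO vehicle for no effect and wells lacking substrate for full effect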
Active calls of the source: *; nt = no result given; [ ] = dose if it differs, or a comment. Rule as the data show it, unless noted: active = inhibition above about 50%; inactive = the rest.

Molecule,NOD1 inhibition,TNAP activation fold,KOR beta-arrestin-1,NOD2 inhibition,LYP inhibition,XIAP displacement,human PMI inhibitors,KOR beta-arrestin-2,PMI inhibitors
C=CCn1c(SC2CCOC2=O)nc2sc(C)c(C)c2c1=O (stereo not given),19%,1.1,-11%,2%,0%,0.9%,1%,-1.7%,4%
O=C1CCCC/C1=C/Nc1ccc(C(=O)O)cc1,-10%,1.1,17%,-8%,1%,-8.2%,11%,-6.2%,13%
O=c1c2[nH]c3ccc(F)cc3c2ncn1CCN1CCOCC1,-10%,1.2,29%,-1%,-8%,0.2%,8%,3.5%,8%
Cc1c(OCC(=O)N2CCC(C(=O)O)CC2)ccc2c1oc(=O)c1ccccc12,-27%,nt,-5%[20 µM],-1%,-8%,nt,nt,-5.4%,nt
O=C1CC(c2ccccc2)CC(O)=C1C=NCc1ccco1 (stereo not given),-30%,1.1,12%,6%,-3%,-8.0%,8%,0.0%,5%
O=C(c1cnc2n(c1=O)CCS2)N1CCN(c2ccc([N+](=O)[O-])cc2)CC1,-13%,0.9,10%,16%,1%,-5.3%,13%,-4.1%,13%
COC(=O)c1ccccc1NC(=O)CN1CCC(n2nnc3cc(F)ccc32)CC1,-16%,1.1,-7%,0%,-9%,-3.3%,5%,-4.9%,0%
Cc1nnc(NC(=O)CSc2nc(C(C)C)nc3ccccc23)s1,19%,1.1,-32%,-4%,-5%,-0.1%,21%,0.6%,19%
Cc1n[nH]c(=O)nc1NCc1ccco1,-21%,1,26%,12%,-9%,-6.0%,0%,-3.5%,8%
CCOC(=O)CNC(=O)c1nn(-c2ccc(OCC)cc2)c(=O)c2ccccc12,-11%,1.1,-35%,15%,-2%,6.7%,9%,0.2%,11%
COc1ccccc1N1CCN(C(=O)c2onc(C)c2Cl)CC1,38%,nt,-33%[20 µM],9%,-6%,nt,nt,3.6%,nt
COc1ccc(OCC2CNC(=O)O2)cc1 (stereo not given),-25%,1,-2%,6%,-5%,-3.0%,1%,-1.8%,2%
CCc1sc(NC(=O)c2cc3ccccc3oc2=O)nc1-c1cccs1,-28%,1.1,-38%,19%,3%,13%,1%,4.9%,12%
COC(=O)C(NC(=O)c1c(C)nn(C)c1Cl)c1ccccc1 (stereo not given),-47%,1.1,2%,9%,-7%,-4.0%,15%,-3.9%,9%
CCOc1cc(/C=C/c2cccc[n+]2C)ccc1O,-23%,nt,-42%[20 µM],2%,-5%,nt,nt,-1.0%,nt
COc1ccccc1-c1c(C)nn2c(N3CCOCC3)cc(C)nc12,-10%,nt,14%,1%,0%,nt,nt,4.0%,nt
COc1ccc(CCNC(=O)c2ccc3c(c2)NC(=O)C(CSCc2cc(C)ccc2C)N3)cc1OC (stereo not given),-12%,nt,-32%,0%,-3%,nt,nt,-2.6%,nt
C[C@H](NC(=O)OC(C)(C)C)C(=O)N/N=C/c1cccc2nccnc12,-8%,nt,-10%,12%,-1%,nt,nt,7.8%,nt
CCn1c(SCc2nc3ccccc3[nH]2)nnc1-c1cccs1,15%,1,-18%,16%,-9%,-7.2%,11%,0.4%,8%
O=C(CCn1c(=O)oc2ccccc21)NCCCN1CCN(c2ccc(F)cc2)CC1,2%,1.1,5%,8%,-3%,-4.0%,0%,-5.3%,7%

2 entries from above, with each value named.
C[C@H](NC(=O)OC(C)(C)C)C(=O)N/N=C/c1cccc2nccnc12
- NOD1 inhibition = -8%
- TNAP activation fold = nt
- KOR beta-arrestin-1 = -10%
- NOD2 inhibition = 12%
- LYP inhibition = -1%
- XIAP displacement = nt
- human PMI inhibitors = nt
- KOR beta-arrestin-2 = 7.8%
- PMI inhibitors = nt
CCn1c(SCc2nc3ccccc3[nH]2)nnc1-c1cccs1
- NOD1 inhibition = 15%
- TNAP activation fold = 1
- KOR beta-arrestin-1 = -18%
- NOD2 inhibition = 16%
- LYP inhibition = -9%
- XIAP displacement = -7.2%
- human PMI inhibitors = 11%
- KOR beta-arrestin-2 = 0.4%
- PMI inhibitors = 8%

Going on with the list.
Molecule,NOD1 inhibition,TNAP activation fold,KOR beta-arrestin-1,NOD2 inhibition,LYP inhibition,XIAP displacement,human PMI inhibitors,KOR beta-arrestin-2,PMI inhibitors
CCCCN1C=CC(=C2C(=O)c3ccccc3C2=O)C=C1,95%*,1,8%,80%*,-8%,-5.5%,-21%,-7.5%,-23%
CN(C(=O)c1c(Cl)cnn1C)C12CC3CC(CC(C3)C1)C2,-22%,1.1,-14%,17%,-1%,1.2%,5%,-2.2%,7%
CC1Cc2cc(/C=C3/SC(=S)NC3=O)ccc2O1 (stereo not given),-2%,nt,-15%,-93%,-4%,nt,nt,5.2%,nt
CCOc1cc(N2CCOCC2)c(OCC)cc1NC(C)C(=O)N1CCC(C)CC1 (stereo not given),-31%,1.1,16%,-5%,-1%,-3.8%,59%*,-0.4%,31%
Cc1ccc(/C=C(\NC(=O)c2ccccc2)C(=O)NCCc2ccccn2)o1,-13%,1.1,nt,10%,-4%,-0.6%,-19%,-2.9%,-36%
Cc1ccccc1N/C(SCc1ccc(Cl)cc1)=C(/C#N)C(N)=O,-14%,1,-9%,21%,-9%,-6.0%,15%,6.4%,15%
NNC(=O)CNC(c1ccccc1)c1cc(Cl)ccc1NC(=O)c1ccccc1 (stereo not given),-18%,nt,-22%,6%,-8%,nt,nt,1.0%,nt
Cc1ccc(S(=O)(=O)NCCSc2ccccc2)cc1[N+](=O)[O-],-8%,0.9,3%,23%,-7%,-3.1%,2%,0.4%,15%
CCOc1ccc2c(c1)c(=O)c(S(=O)(=O)c1ccc(CC)cc1)cn2C,6%,nt,-8%,4%,-8%,nt,nt,2.1%,nt
Cc1ccc(/C=C/C(=O)NN2CCN(C)CC2)cc1,-62%,nt,-39%,5%,-6%,nt,nt,6.1%,nt

The list goes on (5 carried over from the part before).
Molecule,NOD1 inhibition,TNAP activation fold,KOR beta-arrestin-1,NOD2 inhibition,LYP inhibition,XIAP displacement,human PMI inhibitors,KOR beta-arrestin-2,PMI inhibitors
Cc1ccccc1N/C(SCc1ccc(Cl)cc1)=C(/C#N)C(N)=O,-14%,1,-9%,21%,-9%,-6.0%,15%,6.4%,15%
NNC(=O)CNC(c1ccccc1)c1cc(Cl)ccc1NC(=O)c1ccccc1 (stereo not given),-18%,nt,-22%,6%,-8%,nt,nt,1.0%,nt
Cc1ccc(S(=O)(=O)NCCSc2ccccc2)cc1[N+](=O)[O-],-8%,0.9,3%,23%,-7%,-3.1%,2%,0.4%,15%
CCOc1ccc2c(c1)c(=O)c(S(=O)(=O)c1ccc(CC)cc1)cn2C,6%,nt,-8%,4%,-8%,nt,nt,2.1%,nt
Cc1ccc(/C=C/C(=O)NN2CCN(C)CC2)cc1,-62%,nt,-39%,5%,-6%,nt,nt,6.1%,nt
Cc1ccc(S(=O)(=O)N2CCN(CC(=O)NC3CCCc4ccccc43)CC2)cc1C (stereo not given),-22%,1,-24%,2%,5%,-20%,14%,nt,17%
COc1ccccc1OCCNC(=O)c1cccc(S(=O)(=O)N2CC(C)OC(C)C2)c1 (stereo not given),-14%,nt,-14%,11%,1%,nt,nt,1.2%,nt
COc1ccc(NC(=O)c2csc(Cc3ccccc3)n2)cc1,-30%,1.1,-4%,-12%,-6%,-2.1%,18%,-1.8%,18%
CN(C)N1C(N)=C(C#N)C(c2ccsc2)C2=C1CC(C)(C)CC2=O (stereo not given),-7%,1.1,-24%,10%,-5%,-0.2%,18%,9.4%,9%
NC(=O)NC(=O)CSc1ccccc1,-38%,1,-16%,14%,-6%,-0.2%,5%,4.4%,-9%
COc1cc(NC(=O)CSc2nnnn2C2CCCC2)cc(OC)c1,-9%,nt,25%,13%,-8%,nt,nt,-5.5%,nt
CC(=O)N1N=C(c2ccc(C)o2)CC1c1cccc(F)c1 (stereo not given),-27%,1,-20%[20 µM],-11%,-5%,-2.7%,8%,-0.4%,10%
O=C(c1cccs1)N1CCN(Cc2cccc([N+](=O)[O-])c2)CC1,-12%,1.1,15%,8%,-8%,0.2%,-3%,1.6%,5%
COC(=O)Cc1[nH]n(-c2ccccc2)c(=O)c1C(C)=Nc1ccccc1,-65%,1.1,-2%,-8%,-7%,-1.8%,-8%,1.8%,-18%
COc1cccc2c(=O)ccoc12,32%,1.1,-102%,-18%,-3%,-6.8%,-20%,2.3%,-6%
O=C(Nc1ccc(Br)cc1)Nc1ccccc1F,-51%,1.1,-10%,-138%,-7%,-4.1%,17%,-0.6%,13%
COc1ccc(-c2nn(-c3ccccc3)cc2CN(C)CCn2ccnc2C)c(F)c1,-4%,nt,-11%,-1%,-6%,nt,nt,0.8%,nt
Clc1ccc(CNc2nnnn2-c2ccccc2)c(Cl)c1,14%,0.8,2%,15%,-1%,-3.3%,-6%,-6.6%,-10%
Cc1cc(=O)oc2cc(OCC(=O)N(C)C3CCS(=O)(=O)C3)c(Cl)cc12 (stereo not given),-29%,nt,-36%,10%,8%,nt,nt,-2.6%,nt
COc1cccc(NC(=S)Nc2ccc(O)cc2)c1,-8%,nt,20%,-10%,0%,nt,nt,2.3%,nt
CN(C)S(=O)(=O)c1cccc(C(=O)Nc2n[nH]c(C(F)(F)F)n2)c1,6%,nt,-1%,29%,-6%,nt,nt,-1.7%,nt
O=C1CCN(S(=O)(=O)c2ccccc2)CCN1CCOCc1ccc(C(F)(F)F)cc1,1%,nt,32%,22%,-10%,nt,nt,0.2%,nt
CCN(CC)c1ccc(/C=N/NC(=O)CCC(=O)NCc2ccccc2)c(O)c1,-45%,1.7,-7%,-13%,2%,-3.8%,-1%,-1.7%,2%
CC(C)c1ccc(/C=N/NC(=O)C(=O)NCCCN2CCOCC2)cc1,-31%,1.2,-2%,5%,-3%,-6.9%,10%,2.5%,22%
Cc1ccc(NC(=O)C2(N(C(=O)Cn3nnnc3N)c3ccc(C)cc3)CCCCC2)cc1,-24%,1.2,18%,-9%,2%,-3.9%,15%,0.2%,18%
O=C(O)CN1C(=O)CSC1=S,-5%,nt,12%,-4%,-2%,nt,nt,-3.9%,nt
O=C(Nc1ccc(Cl)c([N+](=O)[O-])c1)Nc1nc2ccccc2s1,-3%,nt,23%,13%,4%,nt,nt,7.0%,nt
Cn1c(C(=O)N2CCCC(C(=O)N3CCN(C(=O)c4ccco4)CC3)C2)cc2sccc21 (stereo not given),-13%,1.1,22%,1%,-5%,0.5%,14%,2.4%,8%
NS(=O)(=O)c1ccc(CNC(=O)NC23CC4CC(CC(C4)C2)C3)cc1,4%,1,14%,6%,-6%,-3.2%,1%,-4.4%,8%
O=C1Nc2ccc(Cl)cc2C(=O)C1(F)c1ccccc1 (stereo not given),0%,nt,13%,17%,-4%,nt,nt,-1.8%,nt
c1ccc(N2CCCCC2)c(NC2=NCCC2)c1,-9%,1.1,-3%,5%,-9%,1.8%,14%,15%,9%
Cc1[nH]c2ccc(C(=O)N3CCN(c4ccccn4)CC3)cc2c1C,-5%,nt,-21%,22%,-7%,nt,nt,-3.2%,nt
O=C1C2C3C=CC([C@@H]2C(=O)N1C1CCCCC1)[C@H]1C(=O)N(C2CCCCC2)C(=O)C31 (stereo not given in full),-49%,1.1,-20%,12%,-1%,-1.6%,1%,1.7%,1%
N#CCSc1n[nH]c2nc3c(c(=O)n12)C1(CCCCC1)Cc1ccccc1-3,48%*,nt,-46%,17%,-3%,nt,nt,3.5%,nt
CCN1CCCC1CNC(=O)C(=O)NC (stereo not given),-17%,1.1,5%,5%,-8%,-1.6%,0%,-5.6%,-2%
COc1ccc(C)cc1NCc1cc(=O)oc2cc(-c3ccccc3)c(O)cc12,-51%,1.1,0%,-78%,6%,0.1%,16%,2.5%,5%

Source: PubChem BioAssay

An excerpt; the hit share may differ from the screen's.
